# From PubChem
# GAA glycogen mod = inhibitors or activators of human alpha-glucosidase glycogen cleavage; P10253; recombinant GAA, glycogen substrate, Amplex Red glucose oxidase fluorescence; Potency, µM (titrated, usually from 76.4 µM), inactives show at the highest dose activity change, negative = inhibition, most hits filed as inhibitors; 300,000 tested, 0.38% active; AID 2100; active = well fitted inhibition curve with a large enough effect; inconclusive = small, poorly fitted or top-dose-only effect, or another doubt; inactive = no such curve, though single readings can be large or run the other way;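 also: 0% = full enzyme reaction and -100% = no-enzyme basal signal; the screen sought inhibitors and activators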
#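 Natural-substrate format: glycogen cleavage by 4 nM human enzyme, glucose read by Amplex Red coupling (Ex 573, Em 610 nm). Normalized to enzyme and no-enzyme controls.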
# The depositor's hits bear a star; ? = inconclusive; [ ] = another dose, or the depositor's remark. Potency is read from the fitted curve at half-maximal effect. A portion of the library, so the mix of outcomes need not match the whole.
SMILES,GAA glycogen mod
Oc1c(Br)cc(/C=N/Nc2nncc3ccccc23)cc1Br,?
CSc1ccc(S(=O)(=O)N2CCC(C(=O)NCC3CCCO3)CC2)cc1 (stereo not drawn),-11%[76.3 µM]
CC(=O)c1ccc(N2CCN(C(=O)c3ccc(Cl)c(NC4=NC5CS(=O)(=O)CC5S4)c3)CC2)cc1 (stereo not drawn),-8%[76.3 µM]
CCn1c(SCC(=O)Nc2ccc3c(c2)OCO3)nnc1C1CC1,7%
Cc1ccc(S(=O)(=O)NC(C)C(=O)N2CCOCCOCCOCCOCC2)cc1 (stereo not drawn),-8%
COc1cccc(N2CCN(C(=O)C3CCCN(c4ncnc5c4nc4n5CCCCC4)C3)CC2)c1 (stereo not drawn),-6%[76.3 µM]
CCN(CC)CCCNC(=O)c1ccc(CS(=O)(=O)c2ccccc2OC)o1,-6%
CCn1c(=S)sc2c(=O)n(CC(=O)Nc3ccc(OC)c(Cl)c3)c(C)nc21,-6%[76.3 µM]
O=C(CC(=O)Nc1cc(Cl)ccc1Cl)Nc1cc(Cl)ccc1Cl,4%
COCCn1c(CN2CCN(C(c3ccccc3)c3ccccc3)CC2)nc2c1c(=O)n(C)c(=O)n2C,-1%
O=C(CCc1nnc2ccc(N3CCC4(CC3)OCCO4)nn12)Nc1cc(F)ccc1F,0%[76.3 µM]
COCCOc1ccc(C(F)(F)F)cc1NC(=O)COC(=O)C12CC3CC(CC(O)(C3)C1)C2,-1%[76.3 µM]
Cc1ccc(CNS(=O)(=O)c2ccc(Br)s2)cc1,-6%
COc1ccc(CCC(=O)Nc2nnc(C(C)(C)C)s2)cc1,2%[76.3 µM]
COc1ccccc1C(=O)Nc1ccnn1C1CCN(Cc2cc(C)c(C)cc2C)CC1,-1%[76.3 µM]
O=C(Nc1ccccc1)c1ccc2c(c1)OCCCO2,1%[76.3 µM]
C=CCn1c(=O)c(C(=O)Nc2ccc(C)cn2)c(O)c2ccccc21,-11%[76.3 µM]
O=C(OC(C(=O)NCc1ccc(F)cc1)c1ccccc1)c1ccco1 (stereo not drawn),1%
O=C(COc1ccc2ccc(=O)oc2c1)N1CC[C@@]2(O)CCCC[C@H]2C1,5%[76.3 µM]
CC(=O)Nc1ccc(S(=O)(=O)N2CCc3cc4c(cc3C2C)OCCCO4)cc1 (stereo not drawn),-1%[76.3 µM]
O=C(Nc1ccc(F)cc1)NC1CCCc2ccccc21 (stereo not drawn),3%[76.3 µM]
COc1cccc(NC(=O)C2CCCN2C(=O)NC2CCCCC2)c1 (stereo not drawn),3%
c1ccc(CNc2nc(-c3ccccc3)nc3ccccc23)cc1,-12%[76.3 µM]
O=C(COc1ccc(Br)cc1)Nc1ccc(CN2CCOCC2)cc1,-11%[76.3 µM]
Cc1ccc(NC(=O)c2cc(C)nc3ccccc23)cc1,3%[76.3 µM]
COC(=O)c1sccc1NC(=O)Nc1cc(OC)ccc1OC,-3%[76.3 µM]
O=C(Cc1ccc(Br)cc1)Nc1ccccc1N1CCCC1,7%[76.3 µM]
NC(=O)c1ccc[n+](CC(=O)c2ccc(NC(=O)c3ccccc3)cc2)c1,11%
O=C(c1cccs1)N1CCN(c2nc3ccccc3s2)CC1,-5%[76.3 µM]
O=C(Nc1ccnn1C1CCN(Cc2cccc(OCCO)c2)CC1)c1cccc(F)c1,-1%[76.3 µM]

# Gathered by group: the compounds so far with two or more sulfur atoms
SMILES,GAA glycogen mod
CSc1ccc(S(=O)(=O)N2CCC(C(=O)NCC3CCCO3)CC2)cc1 (stereo not drawn),-11%[76.3 µM]
CC(=O)c1ccc(N2CCN(C(=O)c3ccc(Cl)c(NC4=NC5CS(=O)(=O)CC5S4)c3)CC2)cc1 (stereo not drawn),-8%[76.3 µM]
CCn1c(=S)sc2c(=O)n(CC(=O)Nc3ccc(OC)c(Cl)c3)c(C)nc21,-6%[76.3 µM]
Cc1ccc(CNS(=O)(=O)c2ccc(Br)s2)cc1,-6%
O=C(c1cccs1)N1CCN(c2nc3ccccc3s2)CC1,-5%[76.3 µM]

# (listing goes on)
SMILES,GAA glycogen mod
Clc1ccc(-c2nnc(NCCN3CCCC3)c3ccccc23)cc1,5%
Cc1nc(NN)nc(NCc2ccccc2)n1,?
CCOCCc1nnc(NC(=O)C2CC(=O)N(CCc3ccc(F)cc3)C2)s1 (stereo not drawn),-3%[76.3 µM]
CC(=O)NC(c1ccc(C(C)C)cc1)c1ccc2cccnc2c1O (stereo not drawn),3%[76.3 µM]
COc1ccccc1CNC(=O)CCS(=O)(=O)Cc1ccc(C)cc1,-11%[76.3 µM]
COc1ccc(N2CC(C(=O)N[C@@H](C)C(=O)NC(C)c3ccccc3)CC2=O)cc1 (stereo partly drawn),-2%[76.3 µM]
N#C/C(=C\c1cccnc1)C(=O)Nc1ccc(O)cc1F,?
NC(=O)NC(CC(=O)Nc1cccnc1)c1cccc(Br)c1 (stereo not drawn),2%
O=C(NC1CCCCC1)c1ccc([N+](=O)[O-])o1,-2%
CCc1ccc(N(CC(=O)NC(C)C)C(=O)CCC(=O)Nc2nccs2)cc1,5%
C1=CCN(Cc2ccccc2)C1,21%[76.3 µM]
CN1C(=O)[C@H]2[C@@H](C3CC3)N3C(=O)CN(Cc4ccc(-c5ccccc5)cc4)C(=O)[C@@]3(C)[C@H]2C1=O,19%[76.3 µM]
COc1ccccc1CN(C)C(=O)CNC(=O)c1cccc(Cl)c1,5%
O=C(CSc1nnc(NC(=O)C2CCC2)s1)Nc1ccccc1,2%
C/C(=N\NC(=O)c1ccoc1C)c1ccc(Cl)s1,-3%[76.3 µM]
Cc1cccc(NC(=S)N2CCCC2)c1,-10%[76.3 µM]
OCC[C@@H]1C[C@@H](O)[C@H](O)[C@@]2(CCc3ccccc3O2)O1,14%[76.3 µM]
CCc1nc(SCC(=O)Nc2ccccc2OC)n[nH]1,3%
FC(F)(F)c1ccc(NCCc2ccccc2)nc1,9%[76.3 µM]
COc1ccc2nc(SCC(=O)NCc3ccc(S(N)(=O)=O)cc3)[nH]c2c1,-6%
CCN(CC(=O)NCc1ccc(Cl)cc1)C(=O)c1ccc(C#N)cc1,4%
Cc1ccc(S(=O)(=O)Nc2c(C(=O)O)[nH]c3ccccc23)c(C)c1,?
O=C(NC1CCN(Cc2ccc3ccccc3c2)CC1)c1ccccc1,2%
COc1ccc(CCNCc2c(OC)ccc3ccccc23)cc1OC,-2%
CCc1nc2sc3c(c2c(=S)[nH]1)CC(C)(C)OC3,1%
Cc1cc2cc(OCc3ccccc3)ccc2n1C,9%[76.3 µM]
COc1ccc2cc(CCNS(=O)(=O)c3c(C)cc(C)cc3C)c(=O)[nH]c2c1,-2%
CC1Sc2ccc(S(=O)(=O)N3CCN(c4ccccc4)CC3)cc2NC1=O (stereo not drawn),-6%[76.3 µM]
O=C(NCCc1ccccc1)/C(=C\c1ccccc1)NC(=O)c1ccco1,1%[76.3 µM]
CCn1c(C)nnc1SCC(=O)Nc1cccc(Cl)c1,15%[76.3 µM]
O=C(CCNC(=O)C1CCN(S(=O)(=O)c2ccc(F)cc2)CC1)NCc1cccc(Cl)c1,-3%[76.3 µM]
CC(C)Oc1ccc(CNC(=O)c2ccc3c(c2)N(C)CCS3)cc1,-28%[76.3 µM]
CCn1c(SCC(=O)NC(=O)c2ccccc2OC)nc2ccccc21,0%[76.3 µM]
Cc1csc(NC(=O)c2ccccc2)n1,14%[76.3 µM]
O=C(O)CSCC(=O)Nc1ccccc1SCCS(=O)(=O)c1ccc(Cl)cc1,-8%
Cc1ccc(CNC(=O)CN2C(=O)NC(C)(c3ccc(Cl)cc3)C2=O)cc1 (stereo not drawn),1%
COc1ccc(C2C(C(=O)c3ccc(C)o3)=C(O)C(=O)N2Cc2cccnc2)cc1 (stereo not drawn),-7%
CCOP(=O)(NC12CC3CC(CC(C3)C1)C2)NC12CC3CC(CC(C3)C1)C2,1%
O=C(Nc1ccccc1C(=O)Nc1ccccc1)c1ccco1,-3%
CCc1ccccc1NC(=O)c1cc(S(=O)(=O)N2CCCC2)c[nH]1,18%[76.3 µM]
COc1ccccc1CCC(=O)N1CCC(n2nccc2NC(=O)C2CCOC2)CC1 (stereo not drawn),-1%[76.3 µM]
CC(C)(C)c1nnc(NC(=O)C2CC(=O)N(CCc3ccc(F)cc3)C2)s1 (stereo not drawn),0%[76.3 µM]
COc1ccc(NS(=O)(=O)c2ccc(N3CCN(CCO)CC3)c([N+](=O)[O-])c2)cc1,-1%[76.3 µM]
O=C(CN1CCCCCC1)Nc1cccc(NC(=O)CN2CCCCCC2)c1,16%[76.3 µM]
O=c1[nH]cccc1-c1nc2ccccc2n1Cc1ccccc1F,-8%
COc1ccccc1CN(C)C(=O)c1cc(-c2cccs2)nc2ccccc12,2%
COc1ccc(N(C(=O)c2snc(C(N)=O)c2N)C(C(=O)NC2CCCC2)c2cccs2)c(OC)c1 (stereo not drawn),1%
Cc1ccc(CN2CCN(C(=O)CC(C)C)CC2)cc1,-2%[76.3 µM]
O=C(NC1CCN(C(=O)NC2CCCCC2)CC1)c1cccc(F)c1,4%
O=C(CCCCCNC(=O)N1CCn2c1nc1ccccc12)N[C@@H](Cc1ccccc1)C(=O)O,9%[76.3 µM]
COc1cc(Cl)ccc1OCc1cc(C(=O)N2C[C@@H]3CCC[C@H]2C3)no1,0%[76.3 µM]
COc1ccc(NS(=O)(=O)c2ccc3ccccc3c2)c2ncccc12,-5%
CC(c1ccccc1)n1c(-c2ccc(Cl)cc2)n[nH]c1=S (stereo not drawn),10%[76.3 µM]
O=C(COc1cc2oc(=O)c3c(c2cc1Cl)CCC3)N1C[C@H]2C[C@@H](C1)c1cccc(=O)n1C2,-5%[76.3 µM]
CC(C)(C)c1ccc(S(=O)(=O)N2CCC(NC(=O)c3ccco3)CC2)cc1,12%
Cc1cc(C)nc(SCC(=O)c2ccc(F)cc2F)n1,-9%[76.3 µM]
Cc1ccc(OCCCCNC(C)c2ccccc2)c(C)c1 (stereo not drawn),-11%[76.3 µM]
COc1ccc(CCNc2nc(C)nc3c2nnn3Cc2ccccc2)cc1OC,0%[76.3 µM]
NC(=O)c1ccccc1NC(=O)CN1CCCCCC1,-9%[76.3 µM]
Cc1ccc(C(O)c2ccc(-n3ccnc3)cc2)cc1 (stereo not drawn),2%
# More compounds follow.
SMILES,GAA glycogen mod
NC(=O)CN1C(=O)C(=O)N(Cc2ccc(Cl)cc2)C1=O,4%
COc1ccc(CN2CCN(Cc3ccco3)CC2)c(OC)c1,1%
Cc1nnc(NC(=O)c2cc3ccccc3o2)s1,5%
Cc1cccc(NC(=O)c2cc(=O)[nH]c3ccccc23)c1,-3%[76.3 µM]
O=C(N/N=C/c1ccoc1)c1cc(Br)ccc1O,-6%[76.3 µM]
COc1ccc(CN2CCSc3sccc3C2=O)cc1,1%
CCCCn1c(N)c(N(CC)C(=O)c2ccc(Cl)c(Cl)c2)c(=O)[nH]c1=O,8%[76.3 µM]
COCCN(C(=O)c1csnn1)C(C(=O)NC1CCCCC1)c1ccc(C)cc1 (stereo not drawn),5%
CCc1ccc(CN(C)C(=O)c2cc(=O)c3ccccc3o2)cc1,2%
O=C(COc1ccc(Cl)cc1Cl)N/N=C/c1cccnc1,1%
COc1cccc(CC2(CO)CCCN(Cc3ccc(OC)c(C)c3OC)C2)c1 (stereo not drawn),10%[76.3 µM]
CCC(O)(c1ccccc1)C(CN1CCOCC1)c1ccccc1 (stereo not drawn),5%
COc1cccc(CN(C)C(=O)CSc2nc3ccccc3[nH]2)c1OC,-7%
CCCCn1nnc(NC(=S)NC(=O)c2ccc(OCC)c([N+](=O)[O-])c2)n1,0%[76.3 µM]
COc1ccc(C)c2sc(NC(=O)C3CC3)nc12,-7%[76.3 µM]

# An excerpt of these results, with tabs:
SMILES	GAA glycogen mod
COCCN(C(=O)c1csnn1)C(C(=O)NC1CCCCC1)c1ccc(C)cc1 (stereo not drawn)	5%
CCc1ccc(CN(C)C(=O)c2cc(=O)c3ccccc3o2)cc1	2%
O=C(COc1ccc(Cl)cc1Cl)N/N=C/c1cccnc1	1%
COc1cccc(CC2(CO)CCCN(Cc3ccc(OC)c(C)c3OC)C2)c1 (stereo not drawn)	10%[76.3 µM]
CCC(O)(c1ccccc1)C(CN1CCOCC1)c1ccccc1 (stereo not drawn)	5%
COc1cccc(CN(C)C(=O)CSc2nc3ccccc3[nH]2)c1OC	-7%

# Two records picked at random from the list so far, as already listed:
SMILES,GAA glycogen mod
O=C(COc1cc2oc(=O)c3c(c2cc1Cl)CCC3)N1C[C@H]2C[C@@H](C1)c1cccc(=O)n1C2,-5%[76.3 µM]
Clc1ccc(-c2nnc(NCCN3CCCC3)c3ccccc23)cc1,5%

# Next results follow:
SMILES,GAA glycogen mod
COc1ccc(C(=O)O/N=C(\N)c2ccc(OC)c(OC)c2)cc1,1%
CCCc1nc2nc(C)c(NS(=O)(=O)c3ccc4c(c3)CCCC4)c(=O)n2[nH]1,10%
Cc1cccn2c(=O)c3cc(S(=O)(=O)c4ccccc4)c(=N)n(Cc4cccnc4)c3nc12,-7%
CC1=C(C(N)=O)C(c2ccccc2[N+](=O)[O-])n2ncnc2N1 (stereo not drawn),5%
COc1ccc(N2CC(C(=O)Nc3ccc4c(c3)OCCO4)CC2=O)cc1 (stereo not drawn),1%
COc1ccc(-c2cc(-c3ccc(C)cc3)n[nH]2)c(O)c1,5%
Cc1c(C(=O)N2CCCC2)c(S(=O)(=O)Nc2cccc(Br)c2)c(C)n1C,1%[76.3 µM]
Cc1ccc(C(=O)N2CCCC(N3CCN(c4ccccc4F)CC3)C2)s1 (stereo not drawn),7%[76.3 µM]
CSc1ccc(-c2nc(CSCC(=O)NC3CC3)c(C)o2)cc1,-2%[76.3 µM]
